RAM network inh: blocks the yeast RAM network | S. cerevisiae dse1pr::URA3 reporter, 5-FOA growth OD615, 2 d; analog-sensitive cbk1-as2 kinase mutant strain | inhibition, % at 50 µM | 190,000 compounds, 1.8% hits | AID 868;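 active means inhibition above a set limit, 3 SD over mean compound inhibition, cut at about 8.4% in these data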;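 further: 0% = DMSO-only wells with no growth and 100% = 10 µM 1-NA-PP1 full growth; inhibition rescues growth on 5-FOA so higher OD means more RAM inhibition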
STAT1 activator: STAT1 signaling activation. NIH 3T3 STAT1-luciferase reporter, IFN-gamma, luminescence; 100% = IFN-gamma alone, no compound. activation (% of control), % at 5.5 µM. 200,000 compounds, 2.6% hits;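 active means activation above the screen-wide mean activation plus 3 SD, cut at about 130% in these data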;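 further: raw ratio to IFN-gamma control signal so 100% means no change and 0% no light; values of inactives mirror those of a sister screen read the other way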
FLuc inhib CS: inhibits firefly luciferase, flagging false hits in luciferase inhibition screens. P08659. ATPLite firefly luciferase biochemical luminescence, 10 min. inhibition, % at 10 µM. 200,000 compounds, 1.5% hits. AID 1006;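 active means inhibition above about 50% when tested at 10 µM, limit read from the data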
Target sequence (P08659 whole entry, looked up): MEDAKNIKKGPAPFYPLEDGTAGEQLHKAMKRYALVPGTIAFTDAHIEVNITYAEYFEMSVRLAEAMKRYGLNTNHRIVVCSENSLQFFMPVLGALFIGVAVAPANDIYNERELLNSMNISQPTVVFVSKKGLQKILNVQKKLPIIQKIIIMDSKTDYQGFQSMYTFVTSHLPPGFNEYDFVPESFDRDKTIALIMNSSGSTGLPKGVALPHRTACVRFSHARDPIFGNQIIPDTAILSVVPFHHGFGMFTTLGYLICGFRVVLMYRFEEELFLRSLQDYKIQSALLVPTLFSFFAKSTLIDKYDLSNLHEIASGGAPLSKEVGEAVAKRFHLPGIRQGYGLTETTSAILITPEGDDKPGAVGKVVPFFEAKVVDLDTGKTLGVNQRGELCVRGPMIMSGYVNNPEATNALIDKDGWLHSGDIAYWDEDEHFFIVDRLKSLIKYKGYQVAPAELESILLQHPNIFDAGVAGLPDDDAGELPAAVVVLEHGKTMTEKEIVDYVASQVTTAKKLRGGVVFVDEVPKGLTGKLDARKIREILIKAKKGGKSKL
Hsp70 act: transcriptional activators of Hsp70; HeLa Hsp70 promoter luciferase reporter, luminescence; scaled: vehicle 0, proteasome-inhibitor control 100%; activation, % at 10 µM; 200,000 compounds, 0.04% hits; AID 1203;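 active means activation above the mean across all tested compounds plus 3 SD, cutoff set per campaign, cut at about 5.5% in these data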;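 further: 100% = MG132 at 30 µM as the positive control and 0% = DMSO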
APP 5'UTR act: APP 5'UTR luciferase reporter activation | SH-SY5Y APP 5'UTR luciferase reporter, luminescence; zero percent = DMSO vehicle wells | activation, % at 2 µM | 190,000 compounds, 1% hits | AID 1276;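 active means activation above a set limit, based on mean plus 3 SD of controls, cut at about 140% in these data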; further: values of inactives mirror those of a sister screen read the other way
NF-kB neuron act: raises NF-kB expression in human neuronal cells | NF-kB reporter expression; active compounds read high | fold change at 12.5 µM | 190,000 compounds, 1.6% hits | AID 1239; in the data active means fold change above about 3.3
STAT3 activator: STAT3 signaling activation; U3A cells, IL-6 STAT3-luciferase reporter, luminescence; 100% = signal with IL-6 EC80 alone; activation (% of control), % at 5.6 µM; 190,000 compounds, 0.91% hits;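 active means activation above the screen-wide mean of compound activation plus 3 SD, cut at about 130% in these data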;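 further: 0% = background luminescence of wells with medium and substrate only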
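Material: STAT3-luciferase reporter U3A cells; Probe or stimulus: IL-6 (33 ng/mL); Incubation: compound pre-incubation 1 h before IL-6, then 6 h stimulation at 37 °C; Technique: luminescence from STAT3-driven luciferase reporter; Evaluation: % activation versus median of IL-6-stimulated wells; Controls: IL-6-only high control.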
APP 5UTR inh: APP translation inhibition; SH-SY5Y APP 5'UTR-luciferase reporter, luminescence; inhibition, % at 2 µM; 190,000 compounds, 0.82% hits;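 active means inhibition above a set limit, derived from the sample mean plus 3 SD, cut at about 45% in these data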; further: values of inactives mirror those of a sister screen read the other way
STAT1 blocker: reduces IFN-gamma driven STAT1 reporter signal; NIH 3T3 STAT1-luciferase reporter, luminescence; inhibition, % at 5.5 µM; 200,000 compounds, 0.35% hits; AID 920;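 active means inhibition above a set limit, the mean inhibition across all tested compounds plus 3 SD, cut at about 34% in these data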;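 further: 0% = IFN-gamma with DMSO and 100% = IFN-gamma with 300 µM nifuroxazide; values of inactives mirror those of a sister screen read the other way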
STAT3 blocker: STAT3 signaling inhibition. U3A cells, IL-6 STAT3-luciferase reporter, luminescence; host cell line lacks STAT1. inhibition, % at 5.5 µM. 190,000 compounds, 0.89% hits;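 active means inhibition above the mean inhibition across all screened compounds plus 3 SD, cut at about 44% in these data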;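 further: 0% = DMSO only wells and 100% = 100 µM nifuroxazide control wells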
Numbers without * were called inactive; . = not tested or not shown.

Sample of the layout:
SMILES	RAM network inh	STAT1 activator	FLuc inhib CS	Hsp70 act	APP 5'UTR act	NF-kB neuron act	STAT3 activator	APP 5UTR inh	STAT1 blocker	STAT3 blocker
CC1(c2ccccc2)NC(=O)N(CC(=O)Nc2cc(S(=O)(=O)N3CCOCC3)ccc2Cl)C1=O (stereo unspecified)	0.7	98	-5	-0.1	8	1	99	-8	2	9
COc1cccc(OCCSc2nc(N)cc(N)n2)c1	0.4	118	14	0.0	40	1.5	101	-40	-19	6
CN1CCN(NC(=O)CN2C(=O)/C(=C/c3ccccc3F)SC2=S)CC1	0.7	97	3	-0.1	14	1.4	103	-14	3	-1
CCOc1ccccc1C(=O)N[C@H](C(=O)Nc1nc2c(s1)CCCC2)C(C)C	1.4	94	-7	-0.2	11	0.9	116	-11	7	-19

Main list (from the top)
SMILES	RAM network inh	STAT1 activator	FLuc inhib CS	Hsp70 act	APP 5'UTR act	NF-kB neuron act	STAT3 activator	APP 5UTR inh	STAT1 blocker	STAT3 blocker
CC1(c2ccccc2)NC(=O)N(CC(=O)Nc2cc(S(=O)(=O)N3CCOCC3)ccc2Cl)C1=O (stereo unspecified)	0.7	98	-5	-0.1	8	1	99	-8	2	9
COc1cccc(OCCSc2nc(N)cc(N)n2)c1	0.4	118	14	0.0	40	1.5	101	-40	-19	6
CN1CCN(NC(=O)CN2C(=O)/C(=C/c3ccccc3F)SC2=S)CC1	0.7	97	3	-0.1	14	1.4	103	-14	3	-1
CCOc1ccccc1C(=O)N[C@H](C(=O)Nc1nc2c(s1)CCCC2)C(C)C	1.4	94	-7	-0.2	11	0.9	116	-11	7	-19
CCOC(=O)c1oc2cccc(O)c2c1CN1CCOCC1	-1.1	100	-5	-0.1	-16	0.89	102	16	0	-1
CC(SCc1ccccc1)C(=O)N/N=C/c1ccc2c(c1)OCO2 (stereo unspecified)	-0.5	96	4	0.0	14	1	100	-14	5	5
CCCNC(=O)c1cccc(Cn2nc(C)c(Br)c2C)c1	0.2	102	-6	-0.3	8	1.1	99	-8	-2	12
COC(=O)C(=O)Nc1nnc(COc2ccccc2)s1	0.5	97	-4	-0.1	-10	0.98	92	10	3	14
C(=C/c1ccnc2nc(SC/C=C/c3ccccc3)nn12)/c1ccccc1	5.5	102	0	0.1	-6	1.2	93	6	-3	14
CC(C)c1ccc(C(CC(=O)O)NC(=O)c2cccs2)cc1 (stereo unspecified)	-0.5	102	1	0.4	34	1.1	102	-34	-4	6
Cc1ccc(C(=O)O)cc1S(=O)(=O)N1CCCC1	1.8	110	-6	-0.3	-7	0.52	107	7	-10	-12
CCOC(=O)CC(NC(=O)c1cccc2c1C(=O)N(Cc1cccnc1)C2)c1ccc(OCC)c(OC)c1 (stereo unspecified)	2.1	91	-4	-0.2	11	0.78	89	-11	8	16
COc1cc(C(=O)NCC(C)C)c([N+](=O)[O-])cc1OC	-0.2	92	-8	0.0	-6	1	97	6	10	12
CCCC1(CCC)NC(=O)N(CC(=O)c2cc(C)n(-c3ccc4c(c3)OCO4)c2C)C1=O	5.0	91	-4	-0.3	9	0.82	78	-9	10	24
Cc1ccc2c(c1)nnn2C1CCN(CC(=O)NCc2ccccc2F)CC1	1.1	87	-5	0.0	-3	0.94	101	3	14	2
Cc1nc2sc(C(c3ccc(Cl)cc3)N3CCN(C(=O)c4ccco4)CC3)c(O)n2n1 (stereo unspecified)	1.0	104	-6	-0.1	6	0.93	103	-6	-5	-2
CCOCCCNC(=O)C(NC(=O)c1ccc(NC(C)=O)cc1)c1ccc(C)cc1 (stereo unspecified)	0.1	96	-2	-0.1	-4	0.93	99	4	4	5
COc1ccc(CCNC(=O)Cn2c([N+](=O)[O-])cnc2C)cc1OC	0.4	98	-3	-0.2	2	0.99	98	-2	0	7
CCOc1ccc(NC(=O)Nc2cccnc2)cc1	-0.8	106	77*	1.5	47	1.6	97	-47	-8	14
Cc1ccc(S(=O)(=O)NC(=O)c2ccc(-c3ccc(-c4ccccc4)cc3)o2)c(C)c1	7.2	104	-5	-0.2	8	1.1	98	-8	-4	0
O=C(CCNS(=O)(=O)c1cccc2nsnc12)NCc1cccs1	0.7	101	-6	-0.1	-19	1	93	19	1	9
Cc1ccc2c(Cl)c(C(=O)N/N=C/c3cccn3C)sc2c1	2.9	107	22	-0.1	52	1.3	99	-52	-8	6
O=C1C(c2ccc(F)cc2)N(CC2COc3ccccc3O2)C(=O)CN1C1CCCCC1 (stereo unspecified)	0.5	94	-3	-0.1	10	1.3	106	-10	7	-2
CCn1cc([N+](=O)[O-])c(C(=O)Nc2cc(C)on2)n1	0.8	102	-2	-0.1	7	1.1	103	-7	-2	0
Cc1ccc2c([N+](=O)[O-])cccc2n1	-0.5	102	-2	-0.7	-3	1.1	104	3	-2	-7

(more compounds)
SMILES	RAM network inh	STAT1 activator	FLuc inhib CS	Hsp70 act	APP 5'UTR act	NF-kB neuron act	STAT3 activator	APP 5UTR inh	STAT1 blocker	STAT3 blocker
CC1CCN(c2nc(CN3CCCCC3)nc3scc(-c4ccccc4)c23)CC1	1.7	98	-7	-0.2	2	0.54	97	-2	2	5
Cc1ccc(C(CC(=O)NCc2ccco2)c2ccccc2)c(O)c1 (stereo unspecified)	0.5	95	-8	-0.5	-8	0.86	93	8	5	15
CS(=O)(=O)C1=NSC2=NC(=O)/C(=C\c3cccn3-c3ccccc3Cl)C(=N)N21	1.7	106	1	-0.3	2	1	95	-2	-4	11
CC(OC(=O)c1ccccc1N1C(=O)C2C3CCC(C3)C2C1=O)C(=O)c1ccccc1 (stereo unspecified)	2.4	97	-3	-0.1	-17	0.79	109	17	3	-13
O=C(C1CCC(CNc2nc(=S)[nH]c3ccccc23)CC1)N1CCN(c2ccc(F)cc2)CC1 (stereo unspecified)	0.8	55	-4	0.2	2	0.76	97	-2	48*	6
Cn1c(SCC(=O)NCc2ccco2)nnc1-c1ccccc1	1.0	104	0	0.1	8	1.2	105	-8	-4	-5
O=C1CCCC2=C1C(c1cccs1)n1nc(SCc3ccccc3)nc1N2 (stereo unspecified)	0.8	102	-5	-0.1	0	0.34	96	0	-2	8
Cc1cc(C)c(S(=O)(=O)c2ccccc2)c(OC(=O)c2c(Cl)cc(Cl)cc2Cl)n1	5.5	104	-3	0.0	-3	0.87	97	3	-5	6
CCCCCn1c(NCc2ccco2)nc2ccccc21	1.6	92	-4	-0.1	19	1.1	108	-19	9	-1
CSc1ncccc1C(=O)N1CCCC(CCC(=O)NCc2ccccc2F)C1 (stereo unspecified)	0.4	101	1	-0.3	-3	1.3	103	3	-1	2
O=C(COC(=O)c1cncc(Br)c1)NCC1CCCO1 (stereo unspecified)	3.0	105	-6	-0.1	16	0.99	105	-16	-6	-2
CCOc1ccc(NC(=O)COc2ccc(C(=O)NC3CCCc4ccccc43)cc2OC)cc1 (stereo unspecified)	4.7	96	-7	-0.4	14	1.1	104	-14	5	-2
CC1CCCCN1Cc1nc2ccccc2c(=O)[nH]1 (stereo unspecified)	0.0	99	-5	-0.3	22	1.4	97	-22	1	7
O=C(Cn1ccc([N+](=O)[O-])n1)N1CCCCC1	0.9	97	-1	0.0	0	.	100	0	3	6
C(/C=C/c1ccco1)=N/N1CCN(c2ccccc2)CC1	2.4	119	14	0.3	65	3	96	-65	-21	6
O=C(CN1C(=O)S/C(=C/c2cccnc2)C1=O)N1CCOCC1	1.4	96	-1	0.0	-4	1	91	4	5	10
Cc1nnc(NC(=O)CC(NC(=O)C(F)(F)F)c2ccccc2)s1 (stereo unspecified)	1.4	106	-5	-0.2	40	0.98	97	-40	-6	3
COc1ccc(C2N(C(=O)N3CCOCC3)CCN2S(=O)(=O)c2ccc(C)cc2)cc1 (stereo unspecified)	2.7	95	-5	-0.4	4	0.95	104	-4	7	-4
Cc1cc(C(=O)Nc2c(C)nn(Cc3c(Cl)cccc3Cl)c2C)no1	2.0	104	-3	-0.1	5	1.2	121	-5	-4	-23
Cc1ccc(Nc2ncccc2C(=O)O)cc1C	-0.4	115	9	-0.3	7	1.6	117	-7	-17	-16
Cc1ccc(C)c(NC(=O)C2C(c3ccccc3)C2(Cl)Cl)c1 (stereo unspecified)	2.5	93	-5	0.2	-2	1.1	96	2	8	9
Cc1n[nH]c(=S)n1/N=C/c1ccc(-c2ccccc2[N+](=O)[O-])o1	0.3	106	1	-0.2	14	1.2	107	-14	-6	-8
CC(=O)Nc1ccc(S(=O)(=O)N2C3CCCC2CC(NC(=O)C2CCCCC2)C3)cc1 (stereo unspecified)	1.8	97	-1	0.1	-1	1.2	101	1	3	2
O=C(Nc1c(C(=O)Nc2ccccc2)cnn1-c1ccccc1)c1ccco1	5.7	97	-2	-0.6	-3	1.1	99	3	3	8
COc1ccc(C(C)C)cc1S(=O)(=O)n1ccnc1C	0.4	101	-3	-0.3	14	1.2	86	-14	-2	19

New compounds follow
SMILES	RAM network inh	STAT1 activator	FLuc inhib CS	Hsp70 act	APP 5'UTR act	NF-kB neuron act	STAT3 activator	APP 5UTR inh	STAT1 blocker	STAT3 blocker
CCOc1cc(/C=N/n2cnnc2)c(Br)cc1O	-0.4	111	-6	0.1	-3	1.1	99	3	-12	4
Cc1ccccc1SCCNC(=O)CCc1ccccc1	4.4	149*	-4	-0.1	2	1.5	108	-2	-57	-4
CSCCC(NC(N)=O)C(=O)NCc1cccc(Cl)c1 (stereo unspecified)	2.3	103	-2	-0.2	18	1.2	101	-18	-3	-2
CN1C(=O)/C(=C/c2ccco2)SC1=Nc1ccc(N2CCOCC2)cc1	3.9	100	-4	-0.3	-10	1.1	89	10	0	16
COC(=O)c1ccc2c(c1)N(C)CCS2	1.5	99	-6	-0.5	8	1	95	-8	2	7
O=C(O)CCCCCn1c(SCc2cc(=O)n3cc(Cl)ccc3n2)nc2ccsc2c1=O	4.1	97	-6	-0.6	19	1.3	98	-19	3	6
CCn1ncc(C2=NOC(C(=O)NCc3ccc(Cl)cc3)C2)c1C (stereo unspecified)	0.8	108	-7	1.1	-49	2.1	113	49*	-7	-9
COc1ccc(/C=C(\NC(=O)c2ccccc2)C(=O)N/N=C/c2sccc2C)cc1	6.2	96	-2	-0.6	38	0.74	104	-38	4	1
CCNC(=S)N/N=C/c1cccc(C)c1	-0.1	111	16	-0.2	9	1.6	96	-9	-13	7
CC1=C(C)CC(C(=O)NNC(=O)c2ccccc2)C(C(=O)O)C1 (stereo unspecified)	-0.7	108	-8	0.2	9	1.1	104	-9	-8	5
N#Cc1cn(Cc2ccccc2)c2ccccc12	-0.2	99	-1	-0.3	4	0.94	100	-4	2	3
COc1ccc2nc(/C(C#N)=C\c3ccc(C(=O)O)cc3)[nH]c2c1	2.5	105	15	-0.2	7	0.78	107	-7	-7	-3
CCC(=O)N(CCc1ccccc1C)Cc1cc2cc3c(cc2[nH]c1=O)OCO3	1.7	98	-3	-0.3	-6	1.1	93	6	2	16
O=C(c1ccc(Cl)cc1)N1CCC(O)(CSc2ccc(Cl)cc2Cl)CC1	3.0	102	-1	-0.3	.	1	101	.	-2	4
C=CCSc1cc(C)nc2c(-c3ccc(Cl)cc3)c(C)nn12	3.0	100	0	-0.2	-5	0.76	86	5	-1	22
O=C(COc1cccc2c1CCN(Cc1ccc(Br)cc1)C2=O)N1CCOCC1	1.6	103	-7	-0.1	1	1	101	-1	-6	4
CC1(C)CC(=O)C2=C(C1)NCN(Cc1ccc3c(c1)OCO3)C2	-0.6	102	-7	0.4	-6	1.3	100	6	-2	2

Screening data as filed in PubChem BioAssay.
